Bioassay records from PubChem BioAssay.
SRC2 TRFRET art = TR-FRET signal artefacts, primary screen, artefact control for PPARgamma SRC-2 agonist project, biochemical; TR-FRET artefact counter-screen; hits give high values; TR-FRET ratio at 8 µM; 200,000 compounds, 0.4% hits; in the data active = TR-FRET ratio above about 2000; also: inactives centre near 1500
DTT redox prof = compounds producing H2O2 with reducing agent – biochemical, NIH compound library profiling, artefact control for MLSCN library redox annotation, primary screen | 200,000 compounds, 0.03% hits | DTT-dependent redox cycling H2O2, phenol red/HRP absorbance; 100% = 100 µM peroxide control, 0% = buffer | AID 878, 2007 | activation, % at 10 µM;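 active = activation of at least 50% relative to the plate's high and low controls in the primary single-dose screen; inactive = activation below 50%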;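 also: compound incubated with DTT at 0.8 mM final as the reducing agent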
bIAP inh = bovine intestinal alkaline phosphatase inhibitors, primary screen, selectivity assay for TNAP inhibitor project, biochemical, bovine IAP, CDP-star luminescence. alkaline phosphatase, intestinal [Bos taurus]. purified bovine IAP, 30 min. inhibition, % at 20 µM. 190,000 tested, under 10 active. AID 1019, 2008;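 active = over 50% inhibition of intestinal alkaline phosphatase at 20 µM in the single-dose screen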
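System: purified bovine intestinal alkaline phosphatase (IAP) enzyme; Input: IAP diluted 1/65,000,000 in the well; Measured by: CDP-star luminescence signal; Compound dosing: 20 µM single dose; Incubation: 30 min reaction at room temperature.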
RAM network inh = inhibitors of the yeast RAM network, primary screen, dse1pr::URA3 reporter, 5-FOA selection. inhibition, % at 50 µM. 190,000 compounds, 1.8% hits. S. cerevisiae dse1pr::URA3 reporter, 5-FOA growth OD615, 2 d; analog-sensitive cbk1-as2 kinase mutant strain. AID 868, 2007;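 active = inhibition above a set limit, 3 SD over mean compound inhibition, cut at about 8.4% in these data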;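 also: 0% = DMSO-only wells with no growth and 100% = 10 µM 1-NA-PP1 full growth; inhibition rescues growth on 5-FOA so higher OD means more RAM inhibition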
PPARg SRC-1 ag = PPARgamma agonists recruiting SRC-1 coactivator, primary screen, biochemical; AID 631, 2007; PPARgamma-SRC-1 coactivator recruitment biochemical assay; 200,000 compounds, 0.41% hits; activation, % at 8 µM; Peroxisome proliferator-activated receptor gamma (Homo sapiens), P37231; in the data active = activation above about 19%;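 also: 0% = DMSO and 100% = reference agonist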
Target sequence (P37231 whole entry, looked up): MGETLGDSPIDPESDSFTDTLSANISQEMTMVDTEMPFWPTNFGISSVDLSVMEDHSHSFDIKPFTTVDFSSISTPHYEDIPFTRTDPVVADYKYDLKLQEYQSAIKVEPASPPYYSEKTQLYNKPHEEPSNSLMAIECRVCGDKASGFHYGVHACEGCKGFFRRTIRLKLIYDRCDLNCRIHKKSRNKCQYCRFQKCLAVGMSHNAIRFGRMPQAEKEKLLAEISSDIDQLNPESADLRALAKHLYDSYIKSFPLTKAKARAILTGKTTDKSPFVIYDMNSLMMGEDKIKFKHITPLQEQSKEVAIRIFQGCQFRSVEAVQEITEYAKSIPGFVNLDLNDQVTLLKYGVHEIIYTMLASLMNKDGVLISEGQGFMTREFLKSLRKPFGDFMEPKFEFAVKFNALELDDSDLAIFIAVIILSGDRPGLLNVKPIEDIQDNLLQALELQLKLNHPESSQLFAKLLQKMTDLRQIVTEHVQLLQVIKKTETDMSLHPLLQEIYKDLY
Efa HMGR inh = inhibitors of E. faecalis class II HMGR, primary screen, biochemical, Enterococcus faecalis; HMG-CoA reductase (Enterococcus faecalis, mvaE); purified E. faecalis HMGR, NADPH absorbance 340 nm kinetic; inhibition, % at 10 µM; 190,000 compounds, 0.41% hits; AID 1066, 2008;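 active = inhibition above a set limit, the median over all tested compounds plus 3 SD, cut at about 9.5% in these data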;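 also: enzyme runs in reverse so mevalonate oxidation gives rising NADPH absorbance; 0% = complete reaction with DMSO and 100% = background rate lacking mevalonate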
L major viab = Leishmania major promastigote growth inhibition, primary screen | 200,000 compounds, 9% hits | Leishmania major promastigotes, resazurin fluorescence viability | inhibition, % at 10 µM; in the data active = inhibition above about 50%;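 also: promastigotes grown with compound for 44 hours at 28 °C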
PPARg SRC-3 ag = PPARgamma agonists recruiting SRC-3 coactivator, primary screen, biochemical; Peroxisome proliferator-activated receptor gamma (Homo sapiens), P37231; biochemical PPARgamma/SRC-3 coactivator recruitment assay; activation, % at 8 µM; 200,000 compounds, 0.26% hits; in the data active = activation above about 23%;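 also: 0% = DMSO and 100% = reference agonist; some compounds past the cut are filed as inactive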
S1P3 antagonist = S1P3 receptor antagonists, primary screen, cell-based. Sphingosine 1-phosphate receptor 3 (Homo sapiens), Q99500. CHO S1P3 NFAT-BLA reporter, FRET fluorescence, antagonist mode. inhibition, % at 4.98 µM. 170,000 compounds, 0.27% hits. AID 485, 2006;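 active = inhibition above the plate cutoff, the mean inhibition of test wells on that plate plus 3 SD, cut at about 28% in these data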;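 also: cells challenged with S1P at its EC80 of 0.8 µM; blue over green emission ratio from cleaved BLA substrate after 4 h stimulation; 0% = S1P-stimulated wells and 100% = unstimulated DMSO-only wells; some compounds past the cut are filed as inactive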
Target sequence (Q99500 whole entry, looked up): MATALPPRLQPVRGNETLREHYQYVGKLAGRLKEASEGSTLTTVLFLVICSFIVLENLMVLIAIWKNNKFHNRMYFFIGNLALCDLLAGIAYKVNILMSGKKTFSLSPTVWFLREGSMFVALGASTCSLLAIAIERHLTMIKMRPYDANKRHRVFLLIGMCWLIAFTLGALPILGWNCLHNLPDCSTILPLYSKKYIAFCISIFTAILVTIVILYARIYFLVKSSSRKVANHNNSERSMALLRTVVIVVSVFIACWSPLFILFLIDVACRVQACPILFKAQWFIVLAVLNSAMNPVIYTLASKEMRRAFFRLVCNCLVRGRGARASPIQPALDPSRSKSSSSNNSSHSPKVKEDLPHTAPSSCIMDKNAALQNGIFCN
PPARg SRC2 recr = agonists of PPARg-SRC-2 recruitment, primary screen, biochemical, HTS | Peroxisome proliferator-activated receptor gamma (Homo sapiens), P37231 | PPARgamma LBD-SRC-2 recruitment | activation, % at 8 µM | 200,000 compounds, 0.34% hits | AID 1032, 2008; in the data active = activation above about 22%;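 also: 0% = vehicle and 100% = reference agonist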
ROMK mod = ROMK potassium channel modulators, primary screen, cell-based, thallium flux, MLSMR library | 130,000 compounds, 2% hits | AID 1918, 2009 | Tet-inducible ROMK, thallium flux fluorescence; actives lie on both sides | ATP-sensitive inward rectifier potassium channel 1 (Homo sapiens), P48048 | B-score at 10 µM;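 active = signal ratio slope over the read window, or its plate-corrected B-score, at least 3 SD from the plate mean, either direction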;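 also: B-score of the F/F0 ratio slope over 7 to 12 s after thallium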
The depositor's hits bear a star; / = no result given.

SMILES	SRC2 TRFRET art	DTT redox prof	bIAP inh	RAM network inh	PPARg SRC-1 ag	Efa HMGR inh	L major viab	PPARg SRC-3 ag	S1P3 antagonist	PPARg SRC2 recr	ROMK mod
COc1ccc(C(=O)CCN2CCN(c3ccccc3OC)CC2)cc1	1481	2.7	-11	-0.3	1	-3	16	-1	-14	-4	-1.2
COc1ccccc1[C@@H]1C(c2ccc(F)cc2)=NN(c2ccccc2)[C@H]1C(=O)N1CCOC1=O	1535	1.1	-26	4.7	4	-2	1	7	-14	5	0.12
O=C(Nc1cnc2sccn2c1=O)c1ccc(Cl)cc1Cl	1581	-1.3	12	2.8	1	-4	-1	-8	/	8	0.38
Cc1nc2c(=O)n(C)c(=O)[nH]c2n1Cc1ccccc1	1329	0.1	7	0.0	4	-2	-2	5	/	-1	0.16
C=CCNC(=O)c1ccccc1NC(=O)Cc1ccccc1[N+](=O)[O-]	1626	-0.2	29	0.0	2	-1	-3	5	-14	1	/
CCc1ccc(C2=NN(C(C)=O)C(c3ccco3)C2)cc1 (centres undefined)	1486	-0.1	3	1.3	-1	-4	4	6	-20	1	0.61
CCS(=O)(=O)N1CCCC(C(=O)NCCc2ccc(OC)c(OC)c2)C1 (centres undefined)	1356	0.2	0	0.1	-4	0	3	2	4	9	/
Cc1cc(/C=C(/C#N)C(=O)Nc2ccc(Cl)cc2)c(C)n1-c1cccnc1	1612	0.5	-4	4.8	-4	-1	57*	2	-9	-1	0.051
COc1ccccc1NC(=O)C(CC=C(Cl)Cl)C(C)=O (centres undefined)	1464	3.8	6	0.1	6	-2	-3	4	/	-2	/
OC(COc1ccccc1Cl)CN1CCN(CC(O)COc2ccccc2Cl)CC1 (centres undefined)	1446	2.4	-10	-0.7	-5	1	88*	-1	19	1	/
CC(=O)NCC(=O)OCc1ccc([N+](=O)[O-])cc1	1649	-0.1	0	-0.5	0	-3	-4	0	3	9	0.32
CCCN(Cc1ccccc1)C(=S)NC(=O)c1ccccc1[N+](=O)[O-]	1419	0.0	-6	-0.5	-4	-2	-9	6	-8	-4	4.5*
O=C(CSc1nc2ccccc2s1)Nc1ccc2c(c1)oc1ccccc12	1688	0.0	-12	4.3	4	-7	-6	0	-8	-6	-1
O=C(Nc1ccccc1N1CCOCC1)c1ccc(N2CCOCC2)c([N+](=O)[O-])c1	1561	-0.5	-30	7.0	-3	4	7	2	-4	5	/
CCCCOc1cccc(NC(=O)CSc2nncn2C)c1	1514	-0.1	-13	-0.2	4	-9	9	-1	-7	-8	-0.45
Cc1cc[n+](-c2nc([O-])n(-c3ccccc3)c2C=O)cc1	1611	0.9	/	/	-1	/	-1	-2	/	8	1.5
COc1ccc(CCCc2nnc(SCC(=O)NN)o2)cc1	1528	0.0	-15	-0.5	-3	-1	3	-2	-16	2	0.14
CC(=O)Nc1ccc(N2CCOCC2)c(Cl)c1	1553	0.0	5	0.3	-8	-9	2	-2	-6	-8	-0.33
CN(C)S(=O)(=O)c1ccc(C(=O)NCCOc2ccccc2)cc1	1431	0.5	7	0.7	-2	1	0	-7	1	-3	0.13
CCCCNC(=O)CCC(=O)Nc1ccc2nc(N3CCC(C)CC3)cc(C)c2c1	1863	-1.3	-16	0.9	5	1	12	2	-15	0	0.67
O=C(CS(=O)(=O)c1cn(Cc2ccc(F)cc2)c2ccccc12)N1CCOCC1	1209	0.2	-3	1.4	-4	-2	-2	3	-10	3	/
Cn1c(SCC(=O)NC2CCCCC2)nnc1-c1cc2ccccc2o1	1471	-15	-3	2.3	1	0	-4	-7	/	7	/
Cc1cc(-c2ccccc2)cc(-c2ccccc2)[n+]1C	1682	8.2	12	2.8	10	7	59*	4	-1	-1	-0.41
NC(=O)c1ccc(-n2nnnc2SCC(=O)Nc2ccccc2-c2ccccc2)cc1	1499	1.5	8	1.2	3	-4	4	-15	/	2	/
CC(C)N(CCNC(=O)C1CCC(=O)N1Cc1ccc(F)cc1)Cc1ccccc1 (centres undefined)	1493	2.5	-5	0.8	6	3	1	11	6	5	/
CC(C)(C)c1ccc(OCCC(=O)Nc2cccc(S(=O)(=O)N3CCCCC3)c2)cc1	1598	-0.6	13	4.0	4	-4	36	4	-5	6	-0.25
COc1ccc(NC(=O)C2=Cc3cccc(OC)c3OC2)cc1	1582	-0.5	7	0.1	-15	0	3	0	-3	-6	0.54
Cc1c(NC(=O)CN2CCCc3ccccc32)c(=O)n(-c2ccccc2)n1C	1661	-2.0	-2	2.0	-1	-2	-5	6	-58	3	/
COc1ccc(-n2c(SCC(=O)N3CCCCC3)nc(O)cc2=O)cc1	1800	1.7	-6	-0.1	5	-3	-9	1	3	-2	/
COc1ccc(Cc2nc3c4c(ncn3n2)Oc2ccc3ccccc3c2C4c2ccc(OC)c(OC)c2)cc1 (centres undefined)	1608	0.7	44	6.7	4	3	22	-5	-9	2	/
Cc1cc(C)c(C(=O)CSC2=NC(N)=C(C#N)C3(CCCCC3)C2C(N)=O)cc1C (centres undefined)	1734	0.2	17	2.6	5	0	64*	2	/	11	/
CCC(=O)Nc1ccc(NC(=S)NC(=O)c2cc3ccccc3o2)cc1	1532	-0.7	6	2.6	4	-8	-2	2	13	13	0.25
CSc1nnc([C@H](C)NC(=O)OC(C)(C)C)o1	1431	2.4	10	3.4	4	2	-2	-6	-6	-3	0.51
O=C(CSc1nc2ccccc2o1)Nc1nncs1	1645	0.1	9	0.5	3	-6	-2	0	/	0	-0.025
O=S(=O)(NCCSc1ccccc1)c1cccs1	1351	2.9	33	-0.2	-1	-1	-2	-12	24	-5	/
Cc1ccccc1C(=O)Nc1nc2n(n1)C(c1ccccc1)CC(=O)N2 (centres undefined)	1546	-0.1	3	0.1	1	-3	-6	-5	/	10	0.046
CCN(CC)CCCN(C(=O)Cn1nnc(-c2ccc(OC)c(OC)c2)n1)C(C(=O)NC(C)(C)C)c1ccc(F)cc1 (centres undefined)	1424	-0.5	-52	0.9	-6	-1	-1	2	-3	-4	-0.24
O=C(NCc1ccc2c(c1)OCO2)C1CCCN(C(=O)c2ccc(Cl)cc2)C1 (centres undefined)	1510	-1.6	1	2.1	4	5	1	-1	/	3	-3.1
CC(C)C(NC(=O)C1CCCCC1)C(=O)NC1CCN(Cc2ccccc2)CC1 (centres undefined)	1671	-0.5	2	1.8	7	-2	1	15	3	5	0.56
CCN1C(=O)/C(=C\c2nc3ccccc3c(=O)n2-c2ccccc2)c2ccccc21	1517	0.0	2	9.6*	4	0	77*	2	-4	0	-0.43
CCOC(=O)CNC(=O)N1CCCC(CNS(=O)(=O)c2cccs2)C1 (centres undefined)	1543	-0.2	-2	1.3	-3	-9	-2	0	-9	-4	1.1
O=C(O)Cn1nnn(-c2ccccc2)c1=S	1576	0.6	10	1.7	9	-2	-13	5	10	11	-2.5
Cc1cc(N=Cc2cc(Br)ccc2O)no1	1574	1.9	8	0.0	4	0	-7	8	-18	2	/
Cc1ccccc1NC(=O)Cn1nnc(-c2ccc(N3CCOCC3)cc2)n1	1541	0.2	4	2.6	2	-1	-2	-4	1	-1	0.17
COc1ccccc1CNC(=O)CCNS(=O)(=O)c1cccc2nsnc12	1249	0.0	38	4.3	-5	-1	0	-10	/	3	-0.052
Cc1c(/C=N\NC(=O)C2COc3ccccc3O2)c2ccccc2n1C (centres undefined)	1679	0.5	4	-0.1	2	-5	-2	-2	11	1	/
COc1ccc2c(c1)c(C(=O)CN1CCC(C(N)=O)CC1)c(C)n2C	1518	-4.1	-1	0.0	0	0	-2	9	/	-2	/
CCN(CC)S(=O)(=O)c1ccc(NC(=O)CN(c2cccc(C)c2)S(C)(=O)=O)cc1	1540	0.7	-3	1.4	-4	-6	-1	-2	/	10	-0.026
COC(=O)[C@H](Cc1ccccc1)NC(=O)N1CCCCC1C (some centres undefined)	1637	-0.4	6	0.8	6	-6	1	12	-45	1	0.55
COc1ccccc1N1CCN(C(=O)/C=C/c2ccc(C)cc2)CC1	1674	0.5	/	-1.8	-5	1	55*	-5	-2	2	0.15
CC(C)(C)C(=O)/C=C1\NC(=O)CS1	1545	-1.6	13	-0.1	-4	-4	-2	1	-16	-4	0.065
